S1P1 ag pot: activates or potentiates agonism at human S1P1 receptor | P21453 | S1P1 CRE-bla cells, forskolin, beta-lactamase FRET, potentiator mode; S1P1 agonist co-added at EC20, 2 nM; 100% = saturating reference agonist, 0% = basal | activation, % at 9.5 µM | hit rate 0.57% among 56,000;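 active = activation above a cutoff set at the mean activation of all tested compounds plus 3 SD, cut at about 54% in these data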;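 also: forskolin at 4 µM as EC80 and the EC20 agonist is SEW2871; 100% = SEW2871 at its EC100 plus forskolin at EC80; some compounds past the cut are filed as inactive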
HEK293 NFkB inh: lowers PMA/ionomycin-induced NF-kB signal in HEK293 cells; HEK-293 NF-kB luciferase reporter, luminescence; inhibition, % at 3 µM; hit rate 0.21% among 62,000; AID 465;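 active = inhibition above the mean of all tested compounds plus 3 SD, cut at about 40% in these data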;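 also: 0% = stimulated DMSO wells and 100% = 10 µM reference inhibitor 5653914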
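Reagent: PMA plus ionomycin mix as NF-kB-activating stimulus. Assay system: NF-kB luciferase reporter HEK-293 cells. Technique: luminescence from luciferase substrate reagent. Incubation: 1 h compound pre-incubation, 16 h PMA/ionomycin at 37 °C. Benchmarks: DMSO only as uninhibited control, 10 µM reference inhibitor as full inhibition. Repeats: tested once.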
D1 mod: allosteric modulators of human D1 dopamine receptor; P21728; AID 641; HEK293 D1, CRE-luciferase, dopamine EC30 potentiation; actives deviate in either direction; hit rate 5.9% among 58,000; B-score at 10 µM;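 active = luminescence count or its row- and column-corrected plate score outside the 99.7% band of the plate's sample wells, on either side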
Jurkat tox 60K: reduces viability or proliferation of Jurkat cells; hit rate 1.2% among 56,000; Jurkat E6.1 viability, ATP luminescence, 48 h; inhibition, % at 4 µM;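 active = inhibition above the mean inhibition of all tested compounds plus 3 SD, cut at about 28% in these data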
S1P3 ag: agonists of human S1P3 receptor; Q99500; S1P3 NFAT-BLA reporter cells, agonism, FRET ratio; relative to 1 µM S1P, basal subtracted; activation, % at 4.5 µM; hit rate 0.1% among 60,000;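 active = activation above the screen-wide mean plus 3 SD, cut at about 4.5% in these data, passing the limit was not always enough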; also: some compounds called inactive have numbers as strong as hits
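Assay system: stable CHO line with human S1P3, Gα16, NFAT-BLA reporter; Detection: FRET β-lactamase substrate fluorescence, excitation 405 nm, 460/535 nm emission ratio, background-subtracted; Read-out: percent activation versus median 1 µM S1P response, basal-subtracted, per plate; Incubation: cells plated overnight, compound 4 h 37 °C, substrate 2 h RT.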
5HT1E antag: 5-HT1E (human) receptor antagonism; inhibition, % at 6 µM; P28566; hit rate 0.99% among 65,000; CHO 5-HT1E Ga15 NFAT-bla reporter, FRET, antagonist;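 active = inhibition above a set limit, the mean inhibition across every tested compound plus 3 SD, cut at about 29% in these data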;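 also: signal is the 460 over 535 nm emission ratio of beta-lactamase substrate; 0% = agonist plus DMSO wells and 100% = wells without agonist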
Target sequence (P28566 whole entry, looked up): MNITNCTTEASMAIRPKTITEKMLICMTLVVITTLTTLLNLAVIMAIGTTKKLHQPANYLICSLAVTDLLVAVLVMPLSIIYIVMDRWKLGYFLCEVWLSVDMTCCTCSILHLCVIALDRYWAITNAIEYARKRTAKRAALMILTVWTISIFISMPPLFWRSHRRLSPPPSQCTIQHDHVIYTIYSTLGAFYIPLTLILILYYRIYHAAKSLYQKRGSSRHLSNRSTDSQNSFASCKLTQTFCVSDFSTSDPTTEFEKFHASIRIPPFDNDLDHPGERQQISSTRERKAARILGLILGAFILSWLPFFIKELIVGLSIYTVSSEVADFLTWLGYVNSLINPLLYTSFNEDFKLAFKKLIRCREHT
5HT1E ag: 5-HT1E (human) receptor agonism; P28566; CHO 5-HT1E Ga15 NFAT-bla reporter, FRET; 0% DMSO wells, 100% control agonist wells; activation, % at 6 µM; hit rate 0.69% among 65,000; AID 574;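 active = activation above a set limit, the screen-wide mean activation plus 3 SD, cut at about 8.5% in these data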;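 also: 100% = positive control agonist at 1 µM giving full maximal response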
5-HT1A blocker: 5-HT1a (human) receptor antagonism; inhibition, % at 10 µM; hit rate 0.68% among 62,000; AID 612; CHO 5-HT1a Ga15 NFAT-bla reporter, antagonist mode;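 active = inhibition above the mean of all tested compounds plus 3 SD, cut at about 43% in these data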;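 also: receptor stimulated by 5-CT agonist at 100 nM near EC80; beta-lactamase reporter measured by ratiometric fluorescence of a cleavable substrate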
Target sequence (P08908 whole entry, looked up): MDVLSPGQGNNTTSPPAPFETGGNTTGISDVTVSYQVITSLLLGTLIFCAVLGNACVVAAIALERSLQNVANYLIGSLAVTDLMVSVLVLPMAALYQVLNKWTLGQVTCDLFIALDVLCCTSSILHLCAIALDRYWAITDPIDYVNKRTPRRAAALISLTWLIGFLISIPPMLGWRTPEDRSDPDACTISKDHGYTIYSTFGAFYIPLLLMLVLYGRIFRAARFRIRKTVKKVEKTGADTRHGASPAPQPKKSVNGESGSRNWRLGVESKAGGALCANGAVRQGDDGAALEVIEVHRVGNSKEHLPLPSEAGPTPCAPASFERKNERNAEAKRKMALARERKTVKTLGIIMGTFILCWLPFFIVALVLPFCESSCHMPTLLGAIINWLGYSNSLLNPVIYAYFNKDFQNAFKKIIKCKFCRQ
HTR1A agonist: activates the human 5-HT1a serotonin receptor; hit rate 0.56% among 65,000; CHO 5-HT1a Ga15 NFAT-bla reporter, FRET ratio; 0% basal, 100% maximal reference agonist; activation, % at 10 µM;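 active = activation above the screen-wide mean activation plus 3 SD, cut at about 19% in these data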;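 also: 0% = DMSO wells and 100% = 5-CT at EC100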
Starred values were filed as active, the others as inactive; x = not tested or not shown. Compounds were not picked by outcome. Share with any hit: about 8.3%.

| structure | 5-HT1A blocker | S1P3 ag | 5HT1E ag | HEK293 NFkB inh | D1 mod | HTR1A agonist | 5HT1E antag | S1P1 ag pot | Jurkat tox 60K |
| --- | --- | --- | --- | --- | --- | --- | --- | --- | --- |
| COc1ccc2c(c1OC)C(=O)OC2Nc1ccccn1 (stereo not drawn) | -4.4 | -1.2 | -1.2 | 15.7 | -0.766 | -4.3 | 22.3 | -10.2 | 10.6 |
| CCc1cc(=O)oc2cc(OC(C)=O)cc(OC(C)=O)c12 | 12.8 | -0.5 | -0.2 | -13.2 | -0.374 | 2.6 | -10.3 | x | -5.8 |
| Cc1ccc(C(C)n2cc(C(=O)NCc3ccncc3)nn2)cc1 (stereo not drawn) | 7.5 | x | -1.6 | 4.9 | 0.501 | -1.4 | 0.9 | x | x |
| COc1ccc(-c2nc(CSCC(=O)N3CCN(C(=O)c4ccco4)CC3)c(C)o2)cc1OC | 2.0 | -1.0 | 0.4 | 8.0 | 1.11 | -1.8 | 1.0 | 2.6 | 5.9 |
| Cc1ccc(NC2=NC(c3ccc(O)cc3)n3c(nc(C)cc3=O)N2)cc1 (stereo not drawn) | -0.1 | -0.3 | 0.2 | 15.2 | -1.17 | -0.4 | -1.0 | -0.3 | -6.6 |
| COc1cccc(C(=O)N(Cc2nc(-c3cccc(C)c3)no2)C(C)C)c1OC | 8.0 | -1.7 | -0.1 | 18.8 | -0.0309 | 1.5 | -2.9 | 19.5 | -0.4 |
| CN(C)c1cccc(C(=O)OCC(=O)NCC2CCCO2)c1 (stereo not drawn) | -4.2 | -1.6 | -0.2 | 14.3 | -0.28 | -1.3 | 3.0 | -0.6 | 0.0 |
| CC1=C(C(=O)OCc2ccccc2)C(c2ccccc2OC(F)F)NC(=O)N1 (stereo not drawn) | -1.8 | -1.3 | -1.2 | 9.7 | x | 0.6 | 12.2 | -10.2 | 8.1 |
| COc1nc(-c2ccc(Cl)cc2)ccc1-c1noc(-c2ccncc2)n1 | -11.6 | -0.1 | 1.2 | 20.3 | x | -0.6 | -9.8 | -24.6 | -2.2 |
| O=CN(Cc1ccco1)C1(C(=O)NC2CCCCC2)CCCCC1 | -1.0 | 0.5 | -0.3 | 13.0 | 0.699 | -2.4 | -2.3 | -8.7 | -5.7 |
| Cc1ccccc1CSc1nnc(-c2ccco2)n1Cc1ccco1 | 36.9 | x | -0.7 | 4.5 | -1.03 | -0.9 | 14.2 | x | x |
| CN1/C(=C\C(=O)COC(=O)CN2C(=O)C3CC=CCC3C2=O)C(C)(C)c2ccccc21 (stereo not drawn) | 7.7 | -0.1 | -0.1 | 10.8 | 2.22 | -0.6 | 4.8 | -2.0 | 7.5 |
| CCn1c(-c2ccsc2)nc2c1c(=O)[nH]c(=O)n2Cc1ccccc1 | -11.9 | 0.3 | 0.5 | 26.7 | 6.34* | -1.5 | 11.3 | -13.2 | 2.2 |
| Cc1c(N2C(=O)CSC23C(=O)Nc2ccccc23)c(=O)n(-c2ccccc2)n1C (stereo not drawn) | -1.0 | -0.8 | -0.2 | 12.3 | 0.703 | -2.8 | 12.9 | -27.0 | -1.6 |
| CCOc1ccc2oc(-c3ccccc3)c(C(=O)N3CCN(CCO)CC3)c2c1 | -9.8 | -0.5 | -0.8 | 12.0 | 1.04 | -3.7 | 4.3 | -31.1 | -1.7 |
| CCOC(=O)C1CCCN(C(=O)CS(=O)(=O)Cc2ccccc2)C1 (stereo not drawn) | -4.7 | -0.7 | 0.4 | 7.6 | -0.0387 | -2.4 | -2.9 | 7.2 | -5.9 |
| CCOC(=O)C1=C(C)N=C2SC(C)C(=O)N2C1c1ccc(OC(C)=O)c(OC)c1 (stereo not drawn) | x | -1.7 | 0.3 | x | x | -0.7 | -10.7 | -12.8 | x |
| Fc1ccc(CNc2ncnc3c2cnn3-c2ccccc2)cc1 | 11.8 | -1.2 | 0.7 | 3.7 | 0.723 | 0.1 | 17.3 | -30.5 | 10.9 |
| Cc1[nH]nc2c1C(c1ccc3c(c1)OCO3)C(C#N)=C(N)O2 (stereo not drawn) | -4.6 | -0.7 | -0.5 | 14.6 | x | -1.6 | 2.1 | 4.4 | -2.2 |
| CCOC(=O)c1cnc2c(OC)cccc2c1N1CCN(c2ccc(OC)cc2)CC1 | 7.6 | -0.5 | 2.0 | 12.3 | 1.39 | 2.3 | -8.5 | 6.9 | -5.8 |
| CC1CN(Cc2nc3c(c(=O)n(C)c(=O)n3C)n2CCN2CCOCC2)CC(C)O1 (stereo not drawn) | -9.5 | -1.1 | 0.9 | 13.1 | x | -1.5 | -4.4 | 7.1 | 2.4 |
| O=C(CSc1nnc(CNC(=O)c2c(F)cccc2Cl)o1)c1ccccc1 | -3.8 | x | -0.9 | 21.6 | 1.44 | 0.3 | 3.6 | x | x |
| CCCn1nnc(NC(=O)c2ccc(OCC)c(Cl)c2)n1 | 22.6 | -1.2 | 0.9 | 6.0 | 0.488 | 0.6 | 2.2 | x | 0.8 |
| C=CCOc1ccc(/C(O)=C2\C(=O)C(=O)N(CCN(C)C)C2c2cccs2)cc1 (stereo not drawn) | x | 0.3 | 0.6 | x | x | -0.6 | -11.8 | -5.1 | x |
| CCN1c2ccccc2-c2nc3ccccc3n2C1c1ccccn1 (stereo not drawn) | 19.8 | -0.2 | 0.9 | 10.3 | -1.09 | 3.5 | -13.6 | 2.9 | -9.8 |
| Clc1ccc(-c2nnc3sc(Cc4cccs4)nn23)cc1 | x | -4.9 | -1.0 | x | x | -2.8 | 7.2 | 0.8 | x |
| Cc1ccc(-c2nc(NC(=O)CSc3nnc4scc(-c5ccccc5)n34)ns2)cc1 | -1.3 | -0.7 | 2.0 | 15.5 | -1.96 | 5.5 | 9.0 | 25.0 | 17.2 |
| CCOC(=O)Cn1c(=O)oc2cc(S(=O)(=O)Nc3ccc(F)cc3)ccc21 | 17.8 | -1.3 | 0.5 | 15.3 | 0.37 | -4.5 | 9.4 | 4.0 | 12.0 |
| COc1ccc(C(O)c2coc3ccc(O)c(CN(C)C)c23)cc1 (stereo not drawn) | -5.4 | 0.0 | -0.7 | 19.5 | -1.53 | -3.2 | -1.0 | 7.9 | 2.9 |
| C=CCn1cc(C(=O)NCCCOCC)c(=O)c2cc(S(=O)(=O)N(CC)CC)ccc21 | 3.2 | -0.7 | 0.9 | 26.2 | -0.364 | 0.8 | 4.1 | -10.7 | -3.7 |
| CC(CCc1ccccc1)NCC(O)c1ccc(O)c(C(N)=O)c1 (stereo not drawn) | x | -1.6 | 0.1 | x | 0.285 | 0.1 | -0.6 | -8.8 | x |
| O=C(NC1CCCc2ccccc21)C1CCN(c2nnc(-n3cccc3)s2)CC1 (stereo not drawn) | -6.6 | 0.0 | 0.3 | 21.4 | -0.113 | -0.5 | -5.4 | -18.8 | 2.6 |
| Cc1cccn2c(=O)c3cc(C(=O)NC4CCCC4)c(=N)n(C4CCCC4)c3nc12 | -22.7 | x | 3.3 | 24.3 | -0.559 | 7.0 | -3.0 | x | x |
| Cn1c(=O)c2nc(Cl)n(Cc3ccc(Cl)cc3Cl)c2n(C)c1=O | -4.4 | 0.4 | 0.3 | -2.4 | 1.63 | -4.0 | -9.9 | 1.0 | -2.9 |
| CCCC(=O)NC(c1ccco1)c1cc(Cl)c2cccnc2c1O (stereo not drawn) | 28.7 | -2.0 | -1.3 | 15.0 | -1.09 | -5.0 | 5.2 | 28.5 | 28.6 |
| Cc1ccc(-c2cc(C(F)F)nc(N3CCC(C)CC3)n2)cc1 | -14.0 | x | 0.0 | 3.8 | 2.6 | 0.0 | -2.0 | x | x |
| COC(=O)c1sccc1NC(=O)c1ccco1 | 10.7 | -1.1 | -0.9 | 13.1 | x | 0.4 | 9.6 | x | 5.4 |
| COC(=O)c1ccccc1N(C)S(C)(=O)=O | -4.3 | x | -1.0 | 10.0 | 1.04 | -1.8 | -0.5 | x | x |
| COc1ccc2nc3sc(C(=O)NCc4cccs4)c(N)c3cc2c1 | 2.0 | -1.1 | -0.6 | -55.8 | -0.885 | -0.2 | -17.6 | -23.0 | 0.8 |
| C=CCN1C(=O)C2C(C(=O)NCc3ccccc3)C3C=CC2(O3)C1C(=O)NC(C)(C)C (stereo not drawn) | 5.9 | -0.9 | -1.3 | 7.0 | 0.132 | -2.6 | -1.5 | 5.4 | -7.9 |

Part of the list above, with values under each structure:
Fields – 5-HT1A blocker, S1P3 ag, 5HT1E ag, HEK293 NFkB inh, D1 mod, HTR1A agonist, 5HT1E antag, S1P1 ag pot, Jurkat tox 60K
COC(=O)c1sccc1NC(=O)c1ccco1
  10.7, -1.1, -0.9, 13.1, x, 0.4, 9.6, x, 5.4
COc1ccc2nc3sc(C(=O)NCc4cccs4)c(N)c3cc2c1
  2.0, -1.1, -0.6, -55.8, -0.885, -0.2, -17.6, -23.0, 0.8
CCCC(=O)NC(c1ccco1)c1cc(Cl)c2cccnc2c1O (stereo not drawn)
  28.7, -2.0, -1.3, 15.0, -1.09, -5.0, 5.2, 28.5, 28.6
COC(=O)c1ccccc1N(C)S(C)(=O)=O
  -4.3, x, -1.0, 10.0, 1.04, -1.8, -0.5, x, x

The list goes on:
| structure | 5-HT1A blocker | S1P3 ag | 5HT1E ag | HEK293 NFkB inh | D1 mod | HTR1A agonist | 5HT1E antag | S1P1 ag pot | Jurkat tox 60K |
| --- | --- | --- | --- | --- | --- | --- | --- | --- | --- |
| O=C(NCCc1c[nH]c2ccccc12)C(F)(F)C(F)F | 9.1 | -0.7 | 25.6* | 22.3 | -1.09 | -0.4 | 10.6 | 6.5 | 1.5 |
| NC(=O)C1CCN(C(=O)c2ccc(C(F)(F)F)cc2)CC1 | 16.5 | 0.0 | 1.2 | 8.2 | x | -6.0 | -0.1 | -34.6 | -3.5 |
| CCOc1ccc(NC(=O)N(C2CCCCCC2)C2CCN(C(C)=O)CC2)cc1 | -8.3 | 0.2 | -0.3 | 3.6 | 3.66 | -3.5 | -2.3 | -9.0 | 9.2 |
| CNC(=O)NC(=O)CSc1ncc(C(F)(F)F)cc1Cl | -5.3 | -0.2 | -0.8 | 13.9 | -0.146 | -2.0 | -2.9 | -2.7 | 1.3 |
| CCOC(=O)CN1CC23C=CC(O2)C(C(=O)Nc2ccc(OCC)cc2)C3C1=O (stereo not drawn) | 0.6 | -0.6 | -0.1 | 12.6 | 0.464 | 2.4 | 2.9 | 1.3 | 0.6 |
| O=C1C=C(O)CC(c2ccco2)C1 (stereo not drawn) | x | -0.7 | -0.6 | x | x | 2.8 | -2.8 | 6.1 | x |
| CC(CN1CCOCC1)OC(=O)COc1ccc(F)cc1 (stereo not drawn) | 2.9 | -0.5 | -0.4 | 4.0 | 0.0542 | 1.6 | 0.3 | -5.7 | -5.3 |
| CC1CN(S(=O)(=O)c2ccccc2)CC(C)O1 (stereo not drawn) | 1.8 | -0.8 | -0.6 | 7.8 | -0.125 | 0.7 | 20.5 | -3.4 | -6.1 |
| COc1ccc(C)cc1S(=O)(=O)N1CCCCC1 | 8.6 | -0.5 | -0.6 | 11.0 | -0.0808 | -0.1 | -10.0 | -0.8 | -5.0 |
